Assay outcomes (PubChem BioAssay)
TRPV1 agonist: activates the human vanilloid receptor TRPV1 | 320,000 tested, 0.19% active | TRPV1-expressing cells, Fluo-8 calcium influx, agonist mode | activation, % at 8.33 µM | Q8NER1; in the data active = activation above about 80%; inconclusive = between about 30% and that limit; note: 0% is about no effect
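Cells expressing TRPV1 were dye-loaded with Fluo-8 and read kinetically: 10 s baseline, 3 min after compound (agonist portion), then 2 min after EC20 capsaicin (allosteric enhancer portion). Calcium-bound dye fluorescence at 480/520 nm.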
MLL CXXC-DNA inh: blocks binding of human MLL CXXC domain to DNA; AID 2662; Potency, µM (highest dose often 115 µM), for inactives: at the highest dose activity change, negative = inhibition, actives largely listed as inhibitors; 290,000 tested, 0.037% active; MLL-CXXC / FITC-HOXA9 DNA fluorescence polarization; active = well fitted inhibition curve with a large enough effect in the polarisation, with a control signal flat, not every such curve was filed as active; inconclusive = small, poorly fitted or top-dose-only effect, or effect the other way, or a change in a side signal; inactive = no such curve, though single readings can be large or run the other way; the % refers to the polarisation; note: potency is the fitted concentration of half-maximal effect
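Fluorescence polarization: 7 uM MLL-CXXC (stock) preincubated 5 min with compounds, then 50 nM fluorescein-HOX-A9 DNA (stock) added; 30 min ambient. Buffer 50 mM Tris-HCl pH 7.5, 50 mM NaCl, 1 mM DTT, 0.05% BSA.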
ELG1 DNA repair: inhibitors of ELG1-dependent DNA repair in HEK293T cells; HEK293T ELG1-luciferase reporter, luminescence, 16 h; DNA damage induced by 5-fluorouridine; Potency, µM (doses to about 46.1 µM), for inactives: at the top dose activity change, negative = inhibition, actives largely listed as inhibitors; 330,000 tested, 2.3% active; note: potency is the fitted concentration of half-maximal effect; % is set by controls: 0 for no effect and ±100 for the full control effect; nearly all actives have a fitted effect of over 55% in size
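Reporter activity after DNA damage by 5-fluorouridine is monitored. Compound-treated cells incubate 16 hr at 37 °C, then ONE-Glo is added for 30 min before luminescence reading.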
BRCA1 expr up: increases BRCA1 expression; 380,000 tested, 1.1% active; MCF7-BRCA1-FFLuc reporter, luminescence, 48 h; response scale: scaled: vehicle 0%, 10 µM genistein 100%; AID 624202; Potency, µM (titrated, usually from 46.1 µM), without a hit: at the top dose activation, actives largely listed as activators; note: potency is the fitted concentration of half-maximal effect; nearly all actives have a fitted effect of over 80% in size; some results filed as inactive show a strong effect at the top dose
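Using MCF7 cells harboring a BRCA1 firefly luciferase reporter, plated 2 h before compound pinning, the screen measured luminescence after 48 h incubation. Responses were normalized to DMSO and 10 microM genistein, then fitted for concentration-effect.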
AT treatment: potential ataxia-telangiectasia treatments restoring KAP-1 phosphorylation; […] A-T fibroblasts, KAP-1 phosphorylation AlphaLISA; neocarzinostatin DNA damage 30 min before lysis; Potency, µM (highest dose often 57.5 µM), inactives show at the top dose activation, usual class: activators; 320,000 tested, 0.19% active; AID 485349; note: potency is the fitted concentration of half-maximal effect; % of control where 0% means no effect; nearly all actives have a fitted effect of over 45% in size
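ATM-like activity read as KAP-1 phosphorylation via AlphaLISA donor/acceptor antibody pairs after lysis and 6 hr at 25C. Cells were ATM-null patient fibroblasts ([…], hTERT), dosed 60 min, then exposed to the DSB inducer NCS for 30 min.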
a7 integrin act: activates integrin-mediated alleviation for muscular dystrophy | AID 624291 | Potency, µM (doses to about 38.3 µM), without a hit: at the highest dose activation, most hits filed as activators | alpha7betagal myoblasts, beta-gal FDG fluorescence, 48 h | 350,000 tested, 0.064% active;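 note: potency is the fitted concentration of half-maximal effect; 100% = response of the positive control SU9516; nearly all actives have a fitted effect of over 60% in size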
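Alpha7betagal+/- myoblasts (passage 13) were plated 16-24 hr, then exposed to compounds (1:260 dilution of DMSO stock) for 48 hours at 37C. After MPER lysis, β-galactosidase reporter activity was read as FDG fluorescence (ex 480/em 540) after 30 minutes.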
B2AR arrestin: beta2AR (human) beta-arrestin recruitment activity; 330,000 tested, 0.02% active; Potency, µM (series often up to 46.1 µM), without a hit: top-dose activation, usual class: activators; beta-arrestin recruitment to beta2AR, cell-based reporter; AID 492947; P07550;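 note: potency is the fitted concentration of half-maximal effect; 0% = DMSO controls and full agonism = EC100 isoproterenol or metaproterenol; nearly all actives have a fitted effect of over 65% in size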
Target sequence (P07550 whole entry, looked up): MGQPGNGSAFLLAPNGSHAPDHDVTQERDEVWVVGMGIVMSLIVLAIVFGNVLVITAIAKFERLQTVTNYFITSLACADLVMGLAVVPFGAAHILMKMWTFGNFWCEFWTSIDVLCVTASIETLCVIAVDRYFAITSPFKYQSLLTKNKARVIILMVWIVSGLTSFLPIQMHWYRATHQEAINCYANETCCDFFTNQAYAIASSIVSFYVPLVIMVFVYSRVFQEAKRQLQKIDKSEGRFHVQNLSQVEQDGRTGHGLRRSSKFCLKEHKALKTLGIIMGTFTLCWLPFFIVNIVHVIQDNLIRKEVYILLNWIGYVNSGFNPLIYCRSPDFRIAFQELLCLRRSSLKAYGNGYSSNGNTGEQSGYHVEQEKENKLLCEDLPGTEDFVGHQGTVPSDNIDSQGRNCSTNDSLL
TCR act: T cell receptor activation. Potency, µM (top dose mostly 9.22 µM), for the others: at the highest dose activation of IL-2 secretion, most hits filed as activators. primary human leukocytes, anti-CD3, IL-2 HTRF, 48 h. AID 504894. 330,000 tested, under 10 active; note: % of control where 0% means no effect
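Primary human leukocytes receive a-CD3 beads and test compound and are incubated 48 hr. Secreted IL-2 is then assayed by HTRF, measuring 665nm acceptor emission after 320nm excitation of the europium donor.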
p53 reactivation: mutant p53 re-activation in reporter cells. H1299 p53-A138V BP100-luciferase reporter, luminescence, 24 h. Potency, µM (titrated, usually from 92.2 µM), inactives show at the top dose activity change, positive = activation, most hits filed as activators. 320,000 tested, 0.063% active. AID 504706; note: potency is the fitted concentration of half-maximal effect; % of control where 0% means no effect; nearly all actives have a fitted effect of over 45% in size
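p53-null H1299 cells stably carrying temperature-sensitive p53-A138V and a BP100-luciferase reporter were pinned with compounds (4-point, 1:5 series) and held 24 hrs at 37 deg C. Luminescence was read 10 min after detection reagent.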
TSG101-PTAP inh: blocks PTAP/TSG101 interaction to inhibit HIV-1 budding; Q99816; Fluorescence polarization, FITC-PTAP peptide / Tsg101 binding; Potency, µM (doses to about 115 µM), for the others: at the highest dose activity change, negative = inhibition, hits mostly inhibitors; 340,000 tested, under 10 active; AID 493005; active = well fitted inhibition curve with a large enough effect in the main read-out, with a control signal flat, not every such curve was filed as active; inconclusive = small, poorly fitted or top-dose-only effect, or effect the other way, or a change in a side signal; inactive = no such curve, though single readings can be large or run the other way; note: potency is the fitted concentration of half-maximal effect; % of control where 0% means no effect
Target sequence (Q99816 whole entry, looked up): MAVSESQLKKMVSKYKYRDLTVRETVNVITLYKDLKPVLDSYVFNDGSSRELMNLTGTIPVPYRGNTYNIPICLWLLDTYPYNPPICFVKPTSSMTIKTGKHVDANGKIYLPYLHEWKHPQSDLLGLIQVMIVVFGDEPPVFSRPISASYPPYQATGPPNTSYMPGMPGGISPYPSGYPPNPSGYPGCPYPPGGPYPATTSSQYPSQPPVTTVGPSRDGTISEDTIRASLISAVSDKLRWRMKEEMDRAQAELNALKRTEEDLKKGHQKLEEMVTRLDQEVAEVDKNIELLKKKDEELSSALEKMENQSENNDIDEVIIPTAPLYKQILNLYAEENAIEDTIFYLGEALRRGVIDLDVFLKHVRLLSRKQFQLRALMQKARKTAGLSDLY
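Fluorescence polarization binding of Tsg101 binding domain (10 uM final) to FITC-labeled PTAP peptide (50 nM final) in HEPES pH 7.5 buffer with NaCl, Tween 20, EDTA, TCEP. Compounds added before peptide; binding 20 min at RT.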
Numbers without * were called inactive; ? = inconclusive; / = no result given; [ ] = dose if it differs, or a comment. Unless noted, calls come from the whole dose curve; as a rule, active = well fitted curve in the direction sought with a large enough effect; inconclusive = small, poorly fitted or top-dose-only effect, or another doubt; inactive = no such curve, though single readings can be large; an effect the other way counts as inactive or inconclusive.

canonical_smiles	TRPV1 agonist	MLL CXXC-DNA inh	ELG1 DNA repair	BRCA1 expr up	AT treatment	a7 integrin act	B2AR arrestin	TCR act	p53 reactivation	TSG101-PTAP inh
O=C(NCc1ccc2c(c1)OCO2)c1ccc(CS(=O)(=O)c2ccc(Br)cc2)o1	-1	17%	?	4%	-22%	0%	-0.2%	-1%	-5%	1%
CN(CC(O)Cn1c2ccccc2c2ccccc21)S(C)(=O)=O (stereo unspecified)	1	-4%	5%	-15%	7%	5%	-0.2%	1%	-5%	-4%
COc1ccc(OCC(O)CN2CCC(CN3C(=O)c4cccc5cccc(c45)C3=O)CC2)cc1 (stereo unspecified)	-3	1%	8%	-14%	1%	-45%	0.0%	-3%	1%	1%
COc1ccc(N(C)S(=O)(=O)c2cccc(C(=O)NC3CCCCCC3)c2)cc1	11	11%	?	-38%	0%	1%	0.2%	/	-4%	1%
CCOC(=O)C1=C(C)NC(=O)NC1c1ccsc1 (stereo unspecified)	-8	-1%	-1%	-7%	/	11%	-0.3%	-2%	-2%	-3%
CNc1nc2c(C)cccn2c(=O)c1C=Nc1ccc(OC)cc1	-1	3%	17%	-3%	-5%	16%	-0.5%	-1%	13%	1%
c1ccc(-c2csc(N3CCSCC3)n2)cc1	19	1%	?	78%	11%	4%	-0.3%	-1%	?	3%
c1ccc2c(NCC3CCCO3)nc(N3CCOCC3)nc2c1 (stereo unspecified)	14	35%[activator]	-16%	0%	-6%	-10%	0.0%	1%	5%	2%
Cc1ccc(OCC2Cn3c(nc4c3c(=O)[nH]c(=O)n4C)O2)cc1 (stereo unspecified)	2	20%	-7%	-11%	3%	-7%[7.66 µM]	-0.2%	-2%	-10%	-1%
CN(C(=O)C(Cl)Cl)c1ccc(OC(=O)c2ccco2)cc1	1	4%	0%	-8%	-24%	/	-0.3%	2%	5%	-1%
O=C(Nc1nc2ccccc2[nH]1)Nc1ccccc1F	-1	-8%	?	?	-2%	?	-0.6%	-2%	11µM*	0%
COc1cc(=O)[nH]c(SCc2c(F)c(F)c(F)c(F)c2F)n1	-3	-2%	9%	2%	-3%	-12%	-0.3%	/	-7%	/
CC(Sc1nc(C2CC2)n(-c2ccccc2)n1)C(=O)c1c(N)n(C)c(=O)n(C)c1=O (stereo unspecified)	3	?	-10%	-3%	6%	-9%	-0.6%	6%	14%	-4%
CCOC(=O)c1oc2ccccc2c1COC(=O)CNC(=O)c1ccco1	3	/	23%	-3%	5%	10%	-0.2%	-3%	-2%	-3%
Cc1ccc(NC(=O)c2ccc(CSc3nnc(-c4ccncc4)n3C)cc2)cc1	/	-1%	14%	32%	-6%	5%	-0.3%	0%	14%	-1%
COc1ccc(OCC(O)CON2C(=O)c3ccccc3C2=O)cc1 (stereo unspecified)	0	12%	2%	0%	-5%	-7%	0.0%	1%	3%	-3%
CC(=O)Cn1nnc(-c2ccc(C(F)(F)F)cc2)n1	6	2%	?	86%	-2%	2%	0.1%	-2%	4%	-1%
COc1ccc(/C=N/N2CCOCC2)cc1Cn1cc([N+](=O)[O-])cn1	-3	-5%	?	2%	-23%	9%	0.2%	9%	2%	0%
Cc1nc(SCCOc2ccc(F)cc2)c2ccccc2n1	-3	-11%	0%	68%	33%	45%	-0.5%	5%	0%	-6%
Cc1ccc(C(=O)OC2CCCN(C)C2)cc1 (stereo unspecified)	-3	-7%	?	-41%	-5%[11.5 µM]	?	-0.1%	11%	1%	1%

(more compounds)
canonical_smiles	TRPV1 agonist	MLL CXXC-DNA inh	ELG1 DNA repair	BRCA1 expr up	AT treatment	a7 integrin act	B2AR arrestin	TCR act	p53 reactivation	TSG101-PTAP inh
CN1CCN(S(=O)(=O)c2ccc3c(c2)NC(=O)C2CCCN32)CC1 (stereo unspecified)	-1	6%	-16%	2%	3%	4%	0.2%	1%	-5%	-3%
CC(C)CN(CC(C)C)S(=O)(=O)N1CCC(C(=O)NC2CCCCCCC2)CC1	84*	-1%	-12%	-9%	7%	-12%	-0.4%	3%	-5%	0%
Cc1onc(-c2ccccc2)c1C(=O)c1c[nH]c(C(=O)NCc2ccncc2)c1	10	9%	13µM*	-20%	0%	6%	-1.0%	5%	-5%	-4%
CN(CCCNC(=O)CSc1cc(=O)n(C)c2ccc(Cl)cc12)Cc1ccccc1	3	0%	?	-16%	-1%	-29%	-0.1%	7%	9%	-4%
COc1ccc(NS(=O)(=O)c2cc(S(C)(=O)=O)ccc2C)cc1	0	-2%	-3%	15%	-1%	16%	-0.7%	3%[46.1 µM]	-10%	-1%
CCOC(=O)C1CCN(CCCSc2ccc(Cl)cc2)CC1	1	0%	-16%	-2%	1%	-19%	-0.4%	-4%	?	-3%
Cn1c(=O)c2c(ncn2CC(=O)OCC(=O)Nc2cc(Cl)ccc2C#N)n(C)c1=O	/	/	2%	-26%	18%	11%	0.0%	6%	-10%	-8%
CCCCOc1ccc(/C=N/NC(=O)C2CCCNC2=O)cc1 (stereo unspecified)	-4	3%	15%	7%	-1%	30%	-0.1%	-2%	-2%	0%
S=C(Nc1cc(Cl)cc(Cl)c1)NC1CCN(Cc2ccccc2)CC1	3	47%[activator]	-18%	-68%	7%	-40%	-0.6%	-4%	-15%	-3%
CN(C(=O)c1ccc(OC2CCN(Cc3ccccn3)CC2)cc1)C1CCCCC1	-6	4%	5%	36%	-1%	-42%[inhibitor]	2.4%	7%	-3%	0%
S=C(NCCCn1ccnc1)Nc1ccc(Cl)cc1Cl	13	29%	1%	-14%	3%	-22%	-0.3%	-1%	-5%	-3%
O=C(CSc1ccc(Br)c2cccc(Cl)c12)Nc1ccc(S(=O)(=O)Nc2nccs2)cc1	2	3%	1%	-29%	-2%	6%	0.5%	-43%	1%	1%
Cc1cc(C)n(C2CCCCC2OC(=O)CCc2ccccc2)n1 (stereo unspecified)	5	-2%	-1%	-35%	-4%	10%	-0.5%	-5%	-1%	0%
COC(=O)c1ccc(NC(=O)c2ccccc2N(C)S(=O)(=O)c2ccccc2)cc1	12	17%	-18%	-28%	-2%	8%	0.0%	0%	-4%	-7%
OCCN(Cc1ccccc1)c1ncnc2sccc12	4	15%	-13%	-19%	9%	-25%	0.1%	-3%	-4%	-2%
CC(=O)N1CCC[C@H]1C(=O)O	-1	-7%	8%	2%	-2%	-8%	-0.3%	6%	6%	0%
CCc1cccc(CC)c1NC(=O)CN1CCN(c2ccccc2)CC1	3	-11%	-15%	6%	3%	10%	-0.5%	-6%	0%	-5%
CN(C(=O)c1ccncc1)c1ccccc1	0	?	2%	-4%	0%	-6%	0.5%	-5%	2%	5%
COc1ccccc1N1CCN(/N=C/C=C\c2ccccc2[N+](=O)[O-])CC1	-1	-9%	-7%	69%	-10%	4%	-0.1%	16%	27%	-1%
CCOC(=O)C1(CCOc2ccccc2)CCN(Cc2ccc(F)c(OC)c2)CC1	-5	0%	-22%	-14%	0%	-41%	0.4%	-10%	/	-2%

Later entries.
canonical_smiles	TRPV1 agonist	MLL CXXC-DNA inh	ELG1 DNA repair	BRCA1 expr up	AT treatment	a7 integrin act	B2AR arrestin	TCR act	p53 reactivation	TSG101-PTAP inh
CC1C(=O)CC(c2ccccc2)NC1c1ccccc1 (stereo unspecified)	17	2%	1%	-1%	4%	-17%	-0.2%	-19%	0%	-7%
Cc1ccc(/C=N/n2c(-c3ccncc3)n[nH]c2=S)s1	-3	0%	-15%	0%	2%	15%	-0.2%	6%	-5%	0%
COc1ccc2c(c1)c(=O)oc1c(C)c(OC(C)C(=O)NCC3CCC(C(=O)O)CC3)ccc12 (stereo unspecified)	1	-24%	0%	2%	12%	-6%	0.5%	-2%	/	-1%
O=C(Cc1cccs1)N1CCCC(c2nc3c(nnn3Cc3ccccc3Cl)c(=O)[nH]2)C1 (stereo unspecified)	2	-7%	-13%	7%	-3%	-18%	-0.2%	2%	4%	-10%
c1ccc(Cn2cnc3ccccc32)cc1	2	-3%	-10%	17%	14%	2%	-0.2%	4%[46.1 µM]	-5%	-2%

Part of the list above in order of formula weight, highest first.
canonical_smiles	TRPV1 agonist	MLL CXXC-DNA inh	ELG1 DNA repair	BRCA1 expr up	AT treatment	a7 integrin act	B2AR arrestin	TCR act	p53 reactivation	TSG101-PTAP inh
O=C(Cc1cccs1)N1CCCC(c2nc3c(nnn3Cc3ccccc3Cl)c(=O)[nH]2)C1 (stereo unspecified)	2	-7%	-13%	7%	-3%	-18%	-0.2%	2%	4%	-10%
Cc1ccc(/C=N/n2c(-c3ccncc3)n[nH]c2=S)s1	-3	0%	-15%	0%	2%	15%	-0.2%	6%	-5%	0%
c1ccc(Cn2cnc3ccccc32)cc1	2	-3%	-10%	17%	14%	2%	-0.2%	4%[46.1 µM]	-5%	-2%
